# Bioassay records as filed in PubChem BioAssay.
# ABHD5 PLIN5 PPI: ABHD5-PLIN5 interaction inhibitors, primary screen, cell lysate, split luciferase complementation, luminescence; Split G. princeps luciferase complementation, 4 h; inhibition, % at 4 µM; hit rate 0.78% among 360,000;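 active = inhibition above the mean inhibition across every tested compound plus 3 SD, cut at about 22% in these data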;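 also: 0% = DMSO only wells and the 100% control is not disclosed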
# Target sequence (Q00G26 whole entry, looked up): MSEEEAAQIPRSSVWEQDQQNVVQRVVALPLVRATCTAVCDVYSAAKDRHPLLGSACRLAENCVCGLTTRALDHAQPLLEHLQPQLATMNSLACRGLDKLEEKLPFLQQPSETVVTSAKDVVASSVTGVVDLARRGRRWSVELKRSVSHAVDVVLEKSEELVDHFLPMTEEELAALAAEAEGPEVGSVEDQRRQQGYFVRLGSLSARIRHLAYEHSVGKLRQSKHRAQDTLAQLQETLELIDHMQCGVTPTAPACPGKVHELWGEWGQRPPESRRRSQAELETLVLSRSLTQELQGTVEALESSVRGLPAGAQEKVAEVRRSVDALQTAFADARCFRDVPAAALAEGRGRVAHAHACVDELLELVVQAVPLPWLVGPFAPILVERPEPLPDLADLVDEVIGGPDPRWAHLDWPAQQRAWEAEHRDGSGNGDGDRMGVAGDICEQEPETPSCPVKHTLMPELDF
# Target sequence (Q8WTS1 whole entry, looked up): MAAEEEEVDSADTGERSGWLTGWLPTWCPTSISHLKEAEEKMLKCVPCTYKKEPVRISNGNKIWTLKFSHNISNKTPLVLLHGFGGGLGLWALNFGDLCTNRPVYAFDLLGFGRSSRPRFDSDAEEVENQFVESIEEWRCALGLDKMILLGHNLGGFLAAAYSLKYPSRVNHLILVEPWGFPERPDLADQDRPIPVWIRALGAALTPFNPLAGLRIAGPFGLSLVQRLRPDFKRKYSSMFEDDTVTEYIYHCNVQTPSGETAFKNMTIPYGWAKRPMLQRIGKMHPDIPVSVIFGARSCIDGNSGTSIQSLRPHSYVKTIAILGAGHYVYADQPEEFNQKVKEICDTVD
# NR2F2 inh: NR2F2 transcriptional activity inhibitors, primary screen, cell-based, luciferase reporter, HEK293T, luminescence; hit rate 0.7% among 370,000; COUP transcription factor 2 (Homo sapiens), P24468; inhibition, % at 8.6 µM; HEK293T NGFI-A luciferase reporter;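 active = inhibition above a per-plate cutoff, mean inhibition of test wells between control levels plus 3 SD, cut at about 38% in these data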;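 also: cells cotransfected with COUP-TFII expression vector driving the NGFI-A reporter; 0% = median of COUP-TF2 test wells and 100% = reporter-only cells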
# LMP1 NFkB inh: EBV LMP1-driven NF-kappaB luciferase reporter inhibitors, primary screen, cell-based, luminescence, single point | LMP1-induced NF-kappaB luciferase reporter cells | inhibition, % at 12.5 µM | hit rate 0.69% among 350,000; in the data active = inhibition above about 41%;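 also: 0% = neutral control wells and 100% = reference inhibitor control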
# MC4R ag barr: MC4R agonists recruiting beta-arrestin, primary screen, cell-based, luminescence, agonist arm of biased-ligand search; activation, % at 8.9 µM; Melanocortin receptor 4 (Homo sapiens), P32245; hit rate 0.98% among 360,000; U2OS MC4R beta-arrestin complementation; percent of melanotan II response, DMSO zero;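 active = activation above a per-plate cutoff, the mean activation of sample wells on that plate plus 3 SD, cut at about 8% in these data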
# SRC2 inh: inhibition of GAL4-SRC2 driven luciferase reporter, primary screen, SRC2 inhibitor project, cell-based, luminescence; HEK293 GAL4-SRC2 luciferase reporter; inhibition, % at 9 µM; Nuclear receptor coactivator 2 (Homo sapiens), Q15596; hit rate 0.17% among 370,000; AID 651957, 2012;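 active = inhibition above the mean inhibition of all tested compounds plus 3 SD, set per campaign, cut at about 52% in these data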;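 also: 0% = DMSO treated cells and 100% = cells given Gossypol at 36 µM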
# NOD2-RIPK2 inh: NOD2-RIPK2 binding disruptors in cells, primary screen, fluorescence, CHO cells, BLA complementation | Receptor-interacting serine/threonine-protein kinase 2 (Homo sapiens), O43353 | CCF4 ratio | inhibition, % at 4.98 µM | hit rate 0.38% among 360,000; in the data active = inhibition above about 21%;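 also: 0% = vehicle only and 100% = reference blocker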
# TLR9-MyD88 block: inhibitors of TLR9-MyD88 association in cells, primary screen, cell-based, CHO, BLA complementation, fluorescence | CCF4 FRET ratio | inhibition, % at 4.98 µM | hit rate 0.21% among 340,000;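 active = inhibition above the mean over all tested compounds plus 3 SD, cut at about 21% in these data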;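 also: 0% = DMSO only wells and 100% = clavulanate BLA inhibitor control wells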
# NCOA3 inh: SRC3 coactivator transcriptional activity inhibitors, primary screen, cell-based, luminescence; inhibition, % at 3.6 µM; HEK293 GAL4-SRC3 luciferase reporter; hit rate 0.17% among 360,000;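 active = inhibition above a per-campaign cutoff, the mean of all compounds plus 3 SD, cut at about 60% in these data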;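 also: 0% = DMSO-treated cells and 100% = gossypol-treated cells at 36 µM; higher means less SRC3-driven luciferase light from the GAL4 reporter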
# SRC1 inh: SRC1 coactivator transcriptional activity inhibitors, primary screen, cell-based, luminescence. hit rate 0.12% among 360,000. HEK293 GAL4-SRC1 luciferase reporter. Nuclear receptor coactivator 1 (Homo sapiens), Q15788. inhibition, % at 3.6 µM. AID 588354, 2011;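 active = inhibition above the campaign mean plus 3 SD, with each screening campaign given its own cutoff, cut at about 60% in these data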;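 also: 0% = DMSO treated cells and 100% = gossypol at 36 µM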
# LRH-1 inv ag: LRH-1 (NR5A2) inverse agonists, primary screen, cell-based, luminescence, HEK293T, StAR-luciferase reporter; Nuclear receptor subfamily 5 group A member 2 (Homo sapiens), O00482; LRH-1 transfected, 24 h; inhibition, % at 3.6 µM; hit rate 0.13% among 360,000; AID 602396, 2012;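 active = inhibition above the mean inhibition of all tested compounds plus 3 SD, cut at about 73% in these data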;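 also: 0% = DMSO wells and 100% = reporter-only cells lacking LRH-1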
# MC4R antag cAMP: MC4R antagonists of cAMP signaling, primary screen, cell-based, TR-FRET, antagonist arm of biased-ligand search; Melanocortin receptor 4 (Homo sapiens), P32245; MC4R-expressing cells, MTII-stimulated cAMP, LANCE TR-FRET; inhibition, % at 6.5 µM; hit rate 0.48% among 360,000; AID 540295, 2011;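 active = inhibition above its plate's cutoff, the mean of tested wells on that plate plus 3 SD, cut at about 29% in these data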;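 also: 0% = Melanotan II alone and 100% = Melanotan II plus saturating MCL0020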
#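 System: U2OS-MC4R stable cell line; Technique: Eu-cAMP/anti-cAMP TR-FRET, emission 671 nm; Repeats: single well per compound; Also added: Melanotan II; Dosing: one concentration, 6.5 µM nominal; Schedule: 30-min compound, 1-h challenge, 1-h detection, room temperature.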
# The depositor's hits bear a star; . = no result given. Some of the compounds tested; rates above refer to the full screens.
compound	ABHD5 PLIN5 PPI	NR2F2 inh	LMP1 NFkB inh	MC4R ag barr	SRC2 inh	NOD2-RIPK2 inh	TLR9-MyD88 block	NCOA3 inh	SRC1 inh	LRH-1 inv ag	MC4R antag cAMP
CCc1nnc(NC(=O)/C=C/c2cccs2)s1	-3	-20	-21	2.8	-42	2	-3	-21	-78	-31	-4
COc1ccc(-c2cc(C(F)(F)F)nc(SCCC(=O)N3CCOCC3)n2)cc1	0	11	0	0.4	-2	-2	0	12	-25	3	-4
O=C(C1=C(O)C(=O)N(CCN2CCOCC2)C1c1cccc([N+](=O)[O-])c1)c1cc2ccccc2o1 (configuration not stated)	-2	-7	-6	-0.8	-7	-2	-13	8	-22	-16	6
Cc1nccn1CC(O)Cn1c2ccccc2c2ccccc21 (configuration not stated)	11	-13	2	1.7	-25	2	3	7	-14	-9	-2
Cn1c2ccc(F)cc2c2nnc(NN)nc21	-4	4	.	0.0	-2	-6	.	-6	2	26	-9
Cc1cc(C)n2nc(S(=O)(=O)NCCc3ccccc3)nc2n1	3	-8	-1	-0.3	-5	-9	-3	11	2	8	2
CC(C)OC(=O)/C(C#N)=C/c1c[nH]c2ccccc12	0	-8	2	0.4	-19	-4	-13	-2	3	-14	5
CC12CC3CC(C)(C1)CC(C(=O)NCc1ccncc1)(C3)C2	2	3	-2	-0.7	3	-4	-12	-1	14	-6	1
O=C(COC(=O)c1cccc([N+](=O)[O-])c1)NNC(=O)c1cccs1	6	-8	-3	-1.1	-1	5	2	1	-11	-2	9
Nc1nc(Cl)nc2c1ncn2C1CC(O)C(CO)O1 (configuration not stated)	2	-14	24	-0.4	-16	-11	-4	-12	2	14	-5
Cc1ccc2nc(SCCCCOc3ccccc3)[nH]c2c1	-6	.	4	-2.0	.	0	0	22	18	8	6
CCCCn1nnnc1C1(C)CCC(=O)N1Cc1cccc(F)c1 (configuration not stated)	2	3	.	.	8	3	.	.	.	1	.
Cc1cc(C)n(-c2cc(C)c(C)cc2Br)n1	8	6	7	4.1	3	-5	-4	-4	3	3	15
O=C(CN1CCC(n2nnc3cc(C(F)(F)F)ccc32)CC1)Nc1ccc2c(c1)CCC2	-1	8	-2	1.7	8	1	-6	-14	5	-2	0
CCn1c(SC)nnc1-c1c[nH]c2ccccc12	-2	-2	-4	0.1	-33	7	-13	-15	-7	10	15
O=C(c1ccc(CS(=O)Cc2ccccc2Cl)o1)N1CCN(c2cccc(Cl)c2)CC1 (configuration not stated)	4	5	70*	3.2	-32	3	1	-12	-5	6	2
Cc1ccc(C)c(OCCC(=O)OCC(=O)Nc2cc(S(=O)(=O)N3CCOCC3)ccc2C)c1	-3	6	-8	-3.3	10	4	-6	3	-2	-5	5
CCOc1cccc(NC(=O)Cn2nc(-c3ccc4c(c3)OCCO4)ccc2=O)c1	-2	-8	-5	-0.8	-21	-1	0	3	-7	16	10
CC(=O)Nc1nc(C)c(-c2nc3ccc([N+](=O)[O-])cc3[nH]2)s1	6	-21	-2	-0.4	-36	-6	7	-4	-18	-13	-3
Cc1nnc(NC(=O)CSc2nc(C(C)C)nc3ccccc23)s1	-2	6	6	-2.0	-8	-6	6	9	-4	6	0
COc1ccc(NC(=O)CSc2nnc(N)s2)cc1S(=O)(=O)N1CCCCC1	2	-15	-2	-0.3	-13	-9	-2	7	4	-1	-1
C[C@@H]1CN([C@@H](C)CO)C(=O)CCCn2nncc2CO[C@@H]1CN(C)C(=O)c1cc(-c2ccccc2)on1	-6	-14	0	2.0	-2	2	-17	-6	3	-12	10
CC(C)c1ccc(C(C(=O)NC(C)(C)C)N(C(=O)CNC(=O)c2ccco2)c2cccnc2)cc1 (configuration not stated)	5	12	4	1.0	-9	-4	1	1	5	-16	12
O=C(O)C12C3CCC(O3)C1(C(=O)O)C1CCC2O1 (configuration not stated)	4	22	11	-0.1	-23	-3	-9	-9	-20	-8	11
Cc1cc(C)n(-c2nc3ccccc3c(=O)n2OC2CCCCC2)n1	2	-8	-3	1.1	-4	-2	-3	-6	-1	1	-1
N#C/C(=C\c1ccco1)C(=O)Nn1cnnc1	11	-22	1	-0.8	10	-9	0	-6	-1	9	-3
CC(=O)Nc1ccc(-c2ccnc3c2CC(C)(C(=O)Nc2cccc(C(C)=O)c2)O3)cc1 (configuration not stated)	-1	-17	.	2.4	-11	3	.	-13	4	20	18
CC12CN3CCN(CC(C3)C1(O)CN1CCCCC1)C2 (configuration not stated)	2	-10	-5	-0.9	7	7	8	24	-13	-9	8
O=C1NC[C@H](Cc2ccccc2)N(C[C@H]2CCCN2C[C@H](Cc2ccccc2)N2C[C@H](Cc3ccc(O)cc3)N(CCc3ccccc3)C(=O)C2=O)C1=O	13	2	6	1.2	-24	-1	1	6	-14	2	-4
O=S(CC(O)COCc1ccc(Cl)cc1)c1ccccn1 (configuration not stated)	-7	16	-11	1.6	27	-7	-3	1	-26	10	12
O=C(CCCOC(=O)c1ccc(O)cc1O)c1ccccc1	-10	-24	4	1.1	13	1	2	-39	-22	-13	-2
Cc1ccc(S(=O)(=O)c2cc3c(=O)n4ccccc4nc3n(C3CCCCC3)c2=N)cc1	-5	0	-3	-2.0	-7	9	-3	-13	-1	9	-4
CC(O)(CS(=O)(=O)Cc1cccc(C(F)(F)F)c1)C(=O)Nc1cccc(C(F)(F)F)c1 (configuration not stated)	-3	-4	8	3.5	-10	-13	-5	13	-1	-6	8
CC(C)(C)c1ccc(-c2noc(CCC(=O)NCC3CCCO3)n2)cc1 (configuration not stated)	8	75*	42*	-0.7	59*	2	9	20	22	40	0
Cn1c(=O)c(-c2ccccc2)cc2ccccc21	2	-21	-2	1.7	-31	-6	-11	-36	-48	-14	8
O=c1c(-c2cccs2)nc2ccccc2n1C(c1ccccn1)c1nc2ccccc2[nH]1 (configuration not stated)	14	-10	.	.	-24	-1	.	.	.	-44	.

# Full records as entered above.
# Cc1ccc(S(=O)(=O)c2cc3c(=O)n4ccccc4nc3n(C3CCCCC3)c2=N)cc1 across the screens: ABHD5 PLIN5 PPI = -5; NR2F2 inh = 0; LMP1 NFkB inh = -3; MC4R ag barr = -2.0; SRC2 inh = -7; NOD2-RIPK2 inh = 9; TLR9-MyD88 block = -3; NCOA3 inh = -13; SRC1 inh = -1; LRH-1 inv ag = 9; MC4R antag cAMP = -4
# N#C/C(=C\c1ccco1)C(=O)Nn1cnnc1 across the screens: ABHD5 PLIN5 PPI = 11; NR2F2 inh = -22; LMP1 NFkB inh = 1; MC4R ag barr = -0.8; SRC2 inh = 10; NOD2-RIPK2 inh = -9; TLR9-MyD88 block = 0; NCOA3 inh = -6; SRC1 inh = -1; LRH-1 inv ag = 9; MC4R antag cAMP = -3

# 6 structures out of the list, ordered by molar mass, smallest number first.
compound	ABHD5 PLIN5 PPI	NR2F2 inh	LMP1 NFkB inh	MC4R ag barr	SRC2 inh	NOD2-RIPK2 inh	TLR9-MyD88 block	NCOA3 inh	SRC1 inh	LRH-1 inv ag	MC4R antag cAMP
CC12CN3CCN(CC(C3)C1(O)CN1CCCCC1)C2 (configuration not stated)	2	-10	-5	-0.9	7	7	8	24	-13	-9	8
O=C(CCCOC(=O)c1ccc(O)cc1O)c1ccccc1	-10	-24	4	1.1	13	1	2	-39	-22	-13	-2
Cc1cc(C)n(-c2nc3ccccc3c(=O)n2OC2CCCCC2)n1	2	-8	-3	1.1	-4	-2	-3	-6	-1	1	-1
Cc1ccc(S(=O)(=O)c2cc3c(=O)n4ccccc4nc3n(C3CCCCC3)c2=N)cc1	-5	0	-3	-2.0	-7	9	-3	-13	-1	9	-4
CC(O)(CS(=O)(=O)Cc1cccc(C(F)(F)F)c1)C(=O)Nc1cccc(C(F)(F)F)c1 (configuration not stated)	-3	-4	8	3.5	-10	-13	-5	13	-1	-6	8
O=C1NC[C@H](Cc2ccccc2)N(C[C@H]2CCCN2C[C@H](Cc2ccccc2)N2C[C@H](Cc3ccc(O)cc3)N(CCc3ccccc3)C(=O)C2=O)C1=O	13	2	6	1.2	-24	-1	1	6	-14	2	-4

# The results go on.
compound	ABHD5 PLIN5 PPI	NR2F2 inh	LMP1 NFkB inh	MC4R ag barr	SRC2 inh	NOD2-RIPK2 inh	TLR9-MyD88 block	NCOA3 inh	SRC1 inh	LRH-1 inv ag	MC4R antag cAMP
COc1ccc(NC(=O)Nc2nnc(-c3cccs3)s2)cc1	6	-9	-38	13*	-25	0	5	-41	-36	-22	-2
Cc1cc2occ(CC(=O)NC3CCCc4ccccc43)c2cc1C (configuration not stated)	0	9	-2	0.0	8	3	4	6	-7	1	4
O=C(NCC1CCCO1)c1ccc(NC(=O)c2cccc(Br)c2)cc1 (configuration not stated)	-3	-1	5	-2.3	-28	-13	4	-3	8	2	10
CCOc1cc(/C=N/N=C(/N)c2nonc2N)cc(Br)c1OCc1ccc(Cl)cc1	-5	-9	11	1.0	-32	6	-6	-22	-1	-51	14
O=C(O)CC1(CC(=O)Nc2ccc3sccc3c2)CCCCC1	-2	-9	.	-1.4	3	0	.	8	9	-4	3
COc1cccc(OCCCN2CCCCC2)c1	-4	-5	-30	-3.0	-18	-10	7	-2	3	-6	3
CCN(CC)CCN(C)C(=O)CCc1nnc(-c2ccc(C)s2)o1	3	-8	-10	-1.2	-1	-11	-3	13	6	11	6
O=C(NCCN1CCCCC1)Nc1ccc(Br)cc1	1	-33	-28	0.7	-39	-3	-2	-4	-1	-22	-1
CC(C)c1ccc(NC(=O)COc2ccc(S(=O)(=O)N3CCOCC3)cc2)cc1	-1	18	3	2.6	2	-8	-3	3	16	-4	1
Cc1ccc(C(=O)OCc2ccc3c(c2)OCO3)cc1S(=O)(=O)N1CCCCC1	-1	6	8	-3.3	29	-7	1	17	5	-4	13
Cc1c(N)ccc(-n2nc3ccccc3n2)c1C	-9	-32	.	0.6	-8	-4	.	-36	-34	-27	6

# 2 compounds picked at random from the list so far, as already listed:
compound	ABHD5 PLIN5 PPI	NR2F2 inh	LMP1 NFkB inh	MC4R ag barr	SRC2 inh	NOD2-RIPK2 inh	TLR9-MyD88 block	NCOA3 inh	SRC1 inh	LRH-1 inv ag	MC4R antag cAMP
CCN(CC)CCN(C)C(=O)CCc1nnc(-c2ccc(C)s2)o1	3	-8	-10	-1.2	-1	-11	-3	13	6	11	6
Cc1c(N)ccc(-n2nc3ccccc3n2)c1C	-9	-32	.	0.6	-8	-4	.	-36	-34	-27	6
